Source: PubChem (National Center for Advancing Translational Sciences (NCATS))
Glioma ERSR ind – inducers of ER stress response in human glioma cells; U87-MG GRP78 promoter luciferase reporter, 16 h; 420,000 tested, 0.02% active; Potency, µM, for inactives: at the highest dose activation, most hits filed as activators; note: potency is the fitted concentration of half-maximal effect; series mostly up to about 76 µM; % of control where 0% means no effect; nearly all actives have a fitted effect of over 35% in size
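ERSR induction read as luciferase luminescence (Bright-Glo, 10 min at room temperature) in stably transfected human U87-MG glioma cells exposed to compounds for 16 h, using GRP78 as sensor.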
LDHA inh – LDHA (human) enzyme inhibition. P00338. 480,000 tested, 0.15% active. activity change, % (values are at about 110 or 230 µM). purified LDHA, NADH/diaphorase-resazurin fluorescence; active compounds read low. AID 1347041; in the data active = activity change below about -30%; inconclusive = mostly about -25% to -30%;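 note: plate controls were DMSO wells for no effect and wells without enzyme for full effect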
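Human LDH5 at 2 nM final in Tris HCl pH 7.4 with 0.06 mM NADH and 0.2 mM pyruvate, reacted 5 minutes at room temperature. Remaining NADH coupled via diaphorase/resazurin; resorufin fluorescence read at 0 and 20 minutes, normalized to enzyme-free and DMSO wells.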
Pol eta inh – inhibitors of human DNA polymerase eta; Q9Y253; Potency, µM (titrated, usually from 114 µM), inactives show at the top dose activity change, negative = inhibition, usual class: inhibitors; 390,000 tested, 1.2% active; recombinant Pol eta, fluorescent DNA replication assay; note: potency is the fitted concentration of half-maximal effect; % is set by controls: 0 for no effect and ±100 for the full control effect
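Pol eta at 10 nM preincubated with compounds 15 min at room temperature; reaction started with fluorescent substrate (50 nM final) and read kinetically at 0 and 10 min.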
APE1 inh – blocks human APE1 abasic DNA cleavage | 350,000 tested, 0.35% active | Potency, µM (series often up to 65.8 µM), without a hit: at the top dose activity change, negative = inhibition, actives largely listed as inhibitors | AID 2517 | recombinant APE1, TAMRA/BHQ-2 abasic DNA cleavage fluorescence | P27695;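 note: potency is the fitted concentration of half-maximal effect; plate controls were vehicle for no effect and reference inhibitor for full effect; nearly all actives have a fitted effect of over 55% in size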
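Substrate: short duplex with […] THF abasic site, 5'-TAMRA and 3'-BHQ-2, 50 nM final. APE1 at 0.75 nM, preincubated 15 min RT with compound. Fluorescence increase from first to third read measured activity.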
Pol iota inh – DNA polymerase iota (human) inhibition; Pol iota fluorescent replication assay, 10 min; Potency, µM (top dose mostly 115 µM), without a hit: top-dose activity, negative = inhibition, actives largely listed as inhibitors; 390,000 tested, 1% active; note: potency is the fitted concentration of half-maximal effect
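Fluorescent replication assay read twice, at 0 min and 10 min after adding 50 nM (final) substrate. Enzyme (10 nM) and compounds were first incubated 15 min at room temperature; enzyme-free buffer wells were negative controls.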
BLM inh – inhibitors of human Bloom syndrome helicase BLM | 350,000 tested, 0.2% active | recombinant BLM DNA unwinding, fluorescence dequenching | AID 2528 | Potency, µM (top dose mostly 56.1 µM), without a hit: at the highest dose activity change, negative = inhibition, usual class: inhibitors | P54132;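 note: potency is the fitted concentration of half-maximal effect; plate controls were vehicle for no effect and no enzyme for full effect; nearly all actives have a fitted effect of over 35% in size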
Anesthetic bind – candidate novel general anesthetic via apoferritin binding | P02791 | Potency, µM (doses to about 77.5 µM), for the others: at the highest dose activity change, negative = displacement, actives largely listed as inhibitors | apoferritin/1-aminoanthracene competitive binding, fluorescence | AID 485281 | 350,000 tested, 0.074% active; note: potency is the fitted concentration of half-maximal effect; % is set by controls: 0 for no effect and ±100 for the full control effect; nearly all actives have a fitted effect of over 20% in size
Target sequence (P02791 2-175 limits assumed): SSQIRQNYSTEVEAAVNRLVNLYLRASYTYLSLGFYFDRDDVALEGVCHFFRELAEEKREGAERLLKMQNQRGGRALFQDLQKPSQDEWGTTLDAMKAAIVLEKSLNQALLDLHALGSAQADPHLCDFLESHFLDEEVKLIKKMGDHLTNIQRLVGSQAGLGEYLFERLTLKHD
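Horse-spleen apoferritin (10 uM) was mixed with 50% saturated 1-aminoanthracene in PBS, exposed to compounds for 10 min at room temperature, and read for fluorescence (ex 380 nm, em 535 nm). Competitive displacement was fitted with a four-parameter Hill equation.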
POLB inh – DNA polymerase beta (human) inhibition. AID 485314. Pol beta primer extension/strand displacement, fluorescence kinetic. P06746. Potency, µM (highest dose often 114 µM), inactives show at the highest dose activity change, negative = inhibition, actives largely listed as inhibitors. 340,000 tested, 1.3% active; note: potency is the fitted concentration of half-maximal effect; % is set by controls: 0 for no effect and ±100 for the full control effect
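Kinetic readout of DNA synthesis with strand displacement by Pol beta. Compound and 10 nM enzyme sit 15 min at room temperature; 50 nM substrate starts the reaction, read immediately and at 10 min.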
POLK inh – DNA polymerase kappa (human) inhibition. purified Pol kappa, fluorescent DNA synthesis assay, 10 min. Potency, µM (titrated, usually from 107 µM), without a hit: at the top dose activity, negative = inhibition, hits mostly inhibitors. 400,000 tested, 0.53% active; note: potency is the fitted concentration of half-maximal effect; % is set by controls: 0 for no effect and ±100 for the full control effect
Target sequence (Q9UBT6 whole entry, looked up): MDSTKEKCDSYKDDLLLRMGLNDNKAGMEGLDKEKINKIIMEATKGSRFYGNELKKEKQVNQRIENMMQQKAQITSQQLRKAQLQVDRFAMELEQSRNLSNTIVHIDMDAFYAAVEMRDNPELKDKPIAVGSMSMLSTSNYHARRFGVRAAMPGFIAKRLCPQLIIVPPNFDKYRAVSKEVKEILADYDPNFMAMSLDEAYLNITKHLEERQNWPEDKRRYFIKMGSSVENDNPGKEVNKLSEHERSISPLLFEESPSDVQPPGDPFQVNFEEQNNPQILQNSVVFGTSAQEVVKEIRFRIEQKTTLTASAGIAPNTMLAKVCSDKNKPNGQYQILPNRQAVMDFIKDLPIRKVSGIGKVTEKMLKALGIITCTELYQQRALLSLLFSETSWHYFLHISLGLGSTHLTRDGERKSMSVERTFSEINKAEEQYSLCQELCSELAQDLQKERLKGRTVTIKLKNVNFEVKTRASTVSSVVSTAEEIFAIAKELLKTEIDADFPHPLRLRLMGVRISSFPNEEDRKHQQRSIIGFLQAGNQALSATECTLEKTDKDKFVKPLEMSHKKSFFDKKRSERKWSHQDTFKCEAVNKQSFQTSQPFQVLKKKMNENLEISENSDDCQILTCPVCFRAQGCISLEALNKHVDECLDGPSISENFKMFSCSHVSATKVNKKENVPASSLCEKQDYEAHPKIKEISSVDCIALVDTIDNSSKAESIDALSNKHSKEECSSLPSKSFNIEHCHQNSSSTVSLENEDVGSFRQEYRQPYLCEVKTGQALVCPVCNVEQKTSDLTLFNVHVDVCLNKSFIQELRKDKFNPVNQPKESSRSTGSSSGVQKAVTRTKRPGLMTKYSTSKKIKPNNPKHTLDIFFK
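Inhibition of 10 nM Pol kappa is measured by a fluorescent read-out at 0 and 10 min following addition of 50 nM substrate (final), with a 15-min room-temperature compound preincubation.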
Active calls of the source: *; ? = inconclusive; nt = no result given; [ ] = dose if it differs, or a comment. Unless noted, calls come from the whole dose curve; as a rule, active = well fitted curve in the direction sought with a large enough effect; inconclusive = small, poorly fitted or top-dose-only effect, or another doubt; inactive = no such curve, though single readings can be large; an effect the other way counts as inactive or inconclusive. An excerpt; the hit share may differ from the screen's.

SMILES	Glioma ERSR ind	LDHA inh	Pol eta inh	APE1 inh	Pol iota inh	BLM inh	Anesthetic bind	POLB inh	POLK inh
CCOC(=O)c1cc2ccc(OC)c(OC)c2c(=O)s1	0%	0	4%	1%	12%	-5%	-5%	-4%	-5%
COc1cc2c(cc1OC)[C@@H]1O[C@](c3ccsc3)(C2)Oc2cc(C)n(-c3ccccc3)c(=O)c21	nt	nt	nt	-15%[12.4 µM]	nt	1%[12.4 µM]	-2%[15.3 µM]	11%[22.9 µM]	nt
Cc1ccn2c(Nc3c(C)cccc3C)c(-c3ccsc3)nc2c1	-1%	-5	-14%	nt	-17%	-8%	45%[activator]	-28%	-10%
Cc1ccc(-n2c(SCC(=O)N3c4ccccc4Sc4ccccc43)nnc2-c2ccncc2)cc1	-5%	-7	-22%	4%	5%	-3%	4%	19%	-3%
O=C(Nc1ccon1)c1ccc(S(=O)(=O)N2CCOCC2)cc1	-2%	-12	-6%	-1%	-15%	-1%	-5%	-25%	-4%
O=C(NC1CC(=O)N(c2ccc(F)cc2)C1)c1ccc(S(=O)(=O)N2CCCCC2)cc1 (configuration not stated)	-5%	-1	0%	nt	-4%	-2%	-7%	-13%	-7%[60.1 µM]
c1ccc(CNCCCNCCCCNCCCNCc2ccccc2)cc1	-13%	-11	0%	nt	4%	nt	nt	nt	-7%
Cc1cc(C)nc(SCc2ccc(C(=O)N/N=C/c3ccncc3)cc2)n1	-3%	-5	-2%	-8%	71%[activator]	-4%	?	2%	-7%
COc1ccccc1C(=O)NCC(c1cccs1)N1CCc2ccccc21 (configuration not stated)	-5%	-2	-12%	-21%	-2%	nt	nt	nt	-7%
O=C(CN1CCN(C(=O)CNC(=O)c2ccc(N3CCCC3=O)cc2)CC1)Nc1ccccc1Cl	1%	-6	0%	31%	5%	nt	nt	nt	-16%
O=C(COc1ccc(Cl)cc1Br)Nc1ccccc1N1CCCC1	6%	2	?	26%	0%	nt	nt	nt	-3%
O=C(COc1ccc(Cl)cc1)NCc1nnc(SCC(=O)c2ccccc2)o1	-8%	-13	-7%	-10%	14%	-8%	-23%	-21%	-6%
COC(=O)C1=C(C(=O)OC)[C@@H]2Nc3ccccc3[C@@]23C[C@@H](C(=O)OC)N(C(=O)c2ccco2)C3=N1	-2%	4	-6%	-2%[12.4 µM]	-15%	4%[12.4 µM]	nt	nt	12%
CCCCN1CC(c2nc3ccccc3n2CCCCOc2cc(C)cc(C)c2)CC1=O (configuration not stated)	-7%	2	-14%	nt	?	-1%	-2%	?	-2%
CCOc1ccc(-c2nn(-c3ccc(F)cc3)c3c2cnc2ccc(F)cc23)cc1	-1%	-8	-2%	nt	82%[activator]	-1%	-7%	6%	-8%
Cc1ccc(C(=O)O)cc1NC(=O)C1CCN(S(=O)(=O)c2ccc3c(c2)OCCO3)CC1	-2%	-6	-9%	9%	57%[activator]	nt	nt	nt	-6%
CCOC(=O)C1=C(C)NC(=O)NC1c1ccc(N(CC)CC)cc1 (configuration not stated)	-2%	4	-1%	-9%	-3%	-3%	-15%	7%	7%
Cc1nc2nc3c(cn2n1)C(=O)CCC3	-2%	3	-20%	0%	31%[activator]	2%	-6%	6%	-7%
COc1cccc2cc(C(C)N(CCCN3CCOCC3)C(=S)Nc3c(C)cccc3C)oc12 (configuration not stated)	-5%	-2	-13%	-7%	70%[activator]	-7%	-15%	32%	-1%
Brc1cccc(-c2nnn3c2nc(NCc2ccc4c(c2)OCO4)c2ccccc23)c1	4%	1	-2%	nt	20%	-18%	0%	7%	-17%

Grouped by structure, the compounds so far with fluorine
SMILES	Glioma ERSR ind	LDHA inh	Pol eta inh	APE1 inh	Pol iota inh	BLM inh	Anesthetic bind	POLB inh	POLK inh
O=C(NC1CC(=O)N(c2ccc(F)cc2)C1)c1ccc(S(=O)(=O)N2CCCCC2)cc1 (configuration not stated)	-5%	-1	0%	nt	-4%	-2%	-7%	-13%	-7%[60.1 µM]
CCOc1ccc(-c2nn(-c3ccc(F)cc3)c3c2cnc2ccc(F)cc23)cc1	-1%	-8	-2%	nt	82%[activator]	-1%	-7%	6%	-8%

The listing continues.
SMILES	Glioma ERSR ind	LDHA inh	Pol eta inh	APE1 inh	Pol iota inh	BLM inh	Anesthetic bind	POLB inh	POLK inh
CCOC(=O)CC(=O)CSc1nc2c(sc(=S)n2-c2ccccc2)c(=O)[nH]1	4%	1	5%	-7%	?	1%	-9%	2%	-15%
O=C(NCc1cccs1)Nc1ccc2c(c1)OCO2	4%	0	-18%	-4%	9%	0%	-1%	-9%	-2%
CCSc1cc(C)nc2c(-c3ccccc3)c(C)nn12	0%	-6	-10%	2%	-3%	0%	42%[activator]	?	3%
O=C(Nc1cc(Cl)ccc1N1CCOCC1)c1ccc(N2CCCCC2)c([N+](=O)[O-])c1	-4%	-7	6%	nt	-4%	nt	nt	nt	-15%
C=CCNc1sc(C(=O)c2ccccc2)c(N)c1-c1nc2ccccc2s1	1%	-1	-13%	-3%	25%	-4%	?	0%	-25%
CCCOC(=O)/C(C(N)=NCc1ccccc1)=C(\O)OCCC	1%	8	-8%	-3%	-2%	-9%	-2%	-15%	-16%
CC(NC(=O)C12CC3CC(CC(C3)C1)C2)C(=O)NN=Cc1ccc([N+](=O)[O-])o1 (configuration not stated)	-1%	-4	-24%	36%	93%[activator]	nt	nt	nt	-5%
Cc1nn(C(C)C(=O)Nc2ccc3c(c2)OCO3)c(C)c1[N+](=O)[O-] (configuration not stated)	3%	4	-4%	-4%	63%	-5%	0%	5%	0%
CCCN(CC1CC1)C(=O)Nc1ccccc1C	-4%	-9	-9%	2%	3%	-3%	?	27%	-6%
O=C(N/N=C/c1cccc([N+](=O)[O-])c1)C1CC(=O)N(c2ccc(Cl)cc2)C1 (configuration not stated)	-2%	-10	-10%	-9%	15%	0%	?	2%	-4%
COCCNCC(=O)Nc1ccc(OC(F)(F)F)cc1	-3%	-22	-10%	-2%	53%[activator]	-1%	-3%	14%	-4%
CCn1c(=O)cc(OCC(=O)NC(C)c2ccc3c(c2)OCCO3)c2ccccc21 (configuration not stated)	-3%	-10	9%	-4%	15%	-4%	-9%	0%	-15%
CC(C)C(C)/C=C/C(C)C1CCC2C3=CC=C4CC(O)CCC4(C)C3CCC21C (configuration not stated)	-6%	nt	nt	2%	nt	-1%	-1%	nt	-9%[60.1 µM]
Cc1cc(C)n(CCC(=O)N2CCCC(Nc3ccc(F)cc3)C2)n1 (configuration not stated)	-4%	8	-13%	nt	18%	nt	nt	nt	-3%
Cc1csc2nc(-c3ccc(NS(=O)(=O)c4cccc(F)c4)cc3)cn12	0%	-1	-4%	nt	-3%	-7%	-2%	?	-11%[60.1 µM]
CC1=C(C(=O)OCC2CCCCC2)C(c2ccc(O)cc2)NC(=O)N1 (configuration not stated)	-7%	-1	-21%	-7%	124%[activator]	-4%	0%	39%	-6%
O=C(NCCN1CCOCC1)C12CC3CC(C1)CC(c1ccccc1)(C3)C2	-3%	-5	2%	-10%	46%[activator]	2%	-6%	3%	-7%
COC(=O)COc1cccc(NS(=O)(=O)c2ccc(NC(C)=O)cc2)c1	-1%	0	-7%	2%	-6%	-1%	-6%	-27%	-12%
CC12CCC(C(N)=O)(c3nc4ccccc4nc31)C2(C)C (configuration not stated)	-3%	-9	-5%	0%	-9%	2%	-2%	89µM*	1%
Cc1ccc(N(C(=O)Cn2nnc(-c3ccc(C)o3)n2)C(C(=O)NC2CCCC2)c2ccncc2)cc1 (configuration not stated)	-5%	-3	-19%	31%	99%[activator]	-4%	-2%	?	-5%
O=C(O)CCCNS(=O)(=O)c1cccc2nsnc12	-4%	1	-10%	-2%	2%	0%	-8%	8%	-4%
O=C(CCc1ccccc1)NC(NC(=S)Nc1ccc(Br)cc1)C(Cl)(Cl)Cl (configuration not stated)	7%	-20	0%	7%	1%	-3%	-8%	31%	-32%
CCOC(=O)C1CCN(C(=O)CNC(=O)OC(C)(C)C)CC1	-3%	-4	-18%	4%	2%	0%	-10%	3%	-2%
Cc1ccc(-n2ncc3c(N4CCN(C)CC4)ncnc32)cc1	-10%	-4	-17%	nt	9%	3%	8%	10%	-15%[60.1 µM]
COc1ccc(NC(=O)Nc2ccccc2F)cc1Cl	1%	2	-5%	-5%	30%	-4%	-4%	-8%	9%
Cc1ccc(S(=O)(=O)NCC(=O)NCC(=O)N2CCC(C)CC2)cc1	-5%	-7	-19%	7%	266%[activator]	2%	-11%	5%	-21%
CN1CCN(C(=O)c2ccc3c(Cl)c4c(nc3c2)CCCC4)CC1	6%	-9	-5%	-16%	11%	-13%	-7%	7%	-6%
C#CCOCCOCCOCCNc1nc(N2CCN(C(=O)[C@H]([C@@H](C)O)n3cc(CCCCN)nn3)CC2)nc(N2CCN(C(=O)[C@H](C)n3cc(CCCN=C(N)N)nn3)CC2)n1	-4%	2	-4%	14%	-16%	-3%	-2%	1%	-16%
CCc1ccc(Nc2nnc(-c3cc4cc(OC)ccc4oc3=O)s2)cc1	-3%	-10	-13%	nt	39%[activator]	-1%	11%	2%	-12%[60.1 µM]
COc1ccc(NC(=O)CSc2ccc3nnc(CCNC(=O)c4ccccc4)n3n2)cc1OC	-3%	-10	-9%	12%	12%	-9%	-3%	41%	-19%
Cc1ccnc(N2CCC(C(=O)NCc3ccccc3F)CC2)n1	-1%	-5	7%	9%	55%[activator]	9%	-4%	8%	-15%
CSc1nc2ccc(NC(=O)C3CC(=O)N(Cc4ccccc4)C3)cc2s1 (configuration not stated)	11%	5	0%	-5%	8%	-3%	?	6%	-27%
CNS(=O)(=O)c1cccc(C(=O)OCC(=O)N2c3ccccc3CC2C)c1 (configuration not stated)	-5%	-3	0%	-2%	-1%	-3%	?	-7%	-12%
COC(=O)c1cc2occc2n1CC(=O)N(C)C1CCCCC1	-4%	-6	-4%	0%	?	-1%	-10%	32%	4%
